Yeast tox – Inhibits yeast growth, turbidity readout | S. cerevisiae wild-type growth, A595 turbidity, 16 h | growth inhibition, % at 25 µM (by protocol) | hit rate 0.3% among 30,000 | AID 685;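 active = mutant and wild-type yeast strains alike exhibit over 30% growth inhibition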;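 also: 0% = untreated cell controls and 100% = YPD media blanks without cells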
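Incubation: 16 h growth with compound, 30 °C; Material: S. cerevisiae wild-type or eIF2Bepsilon-R284H mutant strain; Signal: turbidity measured as absorbance at 595 nm; Medium: YPD yeast growth medium; Measure: growth inhibition (%) versus cell controls and blanks; Doses: 25 µM single dose.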
eIF2B yeast act – eIF2B (yeast) activity modulation; hit rate 0.91% among 27,000; S. cerevisiae eIF2B-epsilon R284H, GCN4-lacZ luminescence; inhibition, % at 25 µM (by protocol); AID 688;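 active = mutant luminescence inhibited past about 50% while wild type luminescence and mutant growth stay under set limits, limit read from the data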; also: some compounds called inactive have numbers as strong as hits
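material = yeast eIF2B-epsilon R284H mutant carrying GCN4–beta-galactosidase fusion | schedule = 16 h growth with compound at 30 °C, 90 min Beta-Glo step | measured by = luminescence and A595 | compound dosing = one concentration, 25 µM, 0.25% DMSO | read-out basis = % inhibition of reporter signal and growth versus controls | buffer or medium = YPD medium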
Yeast tox inhibition % – further read-out of Yeast tox, marked with its call; growth inhibition, %; S. cerevisiae eIF2Bepsilon-R284H mutant growth, A595 turbidity, 16 h;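 each compound tested once at 25 µM; 0% equals untreated cells and 100% equals cell-free medium blanks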
eIF2B yeast act mutant toxicity – further read-out of eIF2B yeast act, marked with its call; growth inhibition, %; measured here: mutant yeast growth, toxicity;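 each compound tested once at 25 µM; zero equals untreated control growth and 100 equals blank medium absorbance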
* marks the source's active call; other numbers are inactive results; . = no result given. Some of the compounds tested; count on the stated rates, not on these rows.

Screens in order – Yeast tox, Yeast tox inhibition %, eIF2B yeast act, eIF2B yeast act mutant toxicity
1: CC(CCc1ccccc1)NC(=O)c1ccco1 (centres undefined)
  13.9, 7.7, 33.7, 7.7
2: N#CC1=C(N)C(C#N)(C#N)C(c2cccnc2)C2CCCC=C12 (centres undefined)
  20.3, -5.0, -12.3, -5.0
3: COc1ccc(S(=O)(=O)NC(C)C(=O)Nc2ccccc2C(F)(F)F)cc1 (centres undefined)
  10.4, 3.2, 15.6, 3.2
4: CCOC(=O)CN1C(=O)C(O)(C2CCc3ccccc3C2=O)c2ccccc21 (centres undefined)
  ., ., 14.9, .
5: O=C(CSc1nnnn1-c1ccccc1)Nc1ccc(N2CCOCC2)c(Cl)c1
  -41.0, -37.9, 17.4, -37.9
6: CC1CN(c2ncnc3c2oc2ccccc23)CC(C)O1 (centres undefined)
  7.2, 3.9, 19.7, 3.9
7: CN(C)CCCOC(=O)c1ccccc1Cl
  10.8, 16.2, 15.4, 16.2
8: O=C(C1CCC1)N1CCc2cc(S(=O)(=O)Nc3ccc4c(c3)OCCO4)ccc21
  10.7, 7.4, 23.2, 7.4
9: CC(=O)Nc1nc2c(c3c1c(=O)oc1ccccc13)CC(C)CC2 (centres undefined)
  -4.0, -5.9, 13.7, -5.9
10: CC(=O)Nc1ccc(OCC(O)Cn2nc(C)c(Br)c2C)cc1 (centres undefined)
  10.7, 0.0, -24.3, .
11: O=C(NC1CCCC1)C(c1cccs1)N(Cc1ccco1)C(=O)c1csnn1 (centres undefined)
  13.3, 11.1, 18.5, 11.1
12: Cc1ccc(NC(=O)COc2ccc(-n3cnnn3)cc2)cc1C
  -20.0, -6.9, 4.0, -6.9
13: CCOC(=O)Cn1cnc2c(nnn2Cc2ccc(Cl)cc2)c1=O
  6.9, -22.7, 21.4, -22.7
14: CCN(C(=O)CSc1nc(-c2ccccc2)c(-c2ccccc2)[nH]1)C1CCS(=O)(=O)C1 (centres undefined)
  5.7, 23.9, ., .
15: CCc1ccc(NC(=O)CN(c2cccc(C)c2)S(C)(=O)=O)cc1
  -20.4, 8.1, 17.0, 8.1
16: CCCCN(CC)CCCNC(=O)Cn1nc(Cc2ccncc2)c2ccccc2c1=O
  ., ., 41.7, .
17: Cc1ccc2nsnc2c1S(=O)(=O)NCCc1c(C)[nH]c2ccc(F)cc12
  1.9, 10.8, 22.3, 10.8
18: COC(=O)c1ccccc1N=C(SC)N(C)C
  -10.8, 0.0, -12.1, .
19: Cc1ccc(N2C(=O)N(CC(=O)N3CCCc4ccccc43)C(=O)C2C)cc1 (centres undefined)
  1.8, -15.0, 4.3, -15.0
20: CC(NC(=O)NCCCn1ccnc1)(C(F)(F)F)C(F)(F)F
  23.8, 16.0, 11.6, 16.0

The listing continues:
Screens in order – Yeast tox, Yeast tox inhibition %, eIF2B yeast act, eIF2B yeast act mutant toxicity
21: CCC(=O)n1nc(-c2ccco2)nc1SCc1ccccc1
  6.9, -4.5, 36.2, -4.5
22: COC(=O)Nc1sc2c(c1C(=O)NCc1ccco1)CCCC2
  0.0, 11.1, ., .
23: COc1ccc(C(=O)NC(CC(C)C)C(=O)O)cc1OC (centres undefined)
  10.8, 18.9, 21.5, 18.9
24: Cc1cc(C)c2cc(C#N)c(N3CCCC3)nc2c1
  19.2, 8.6, 5.0, 8.6
25: O=C(COC(=O)c1ccc2ccccc2n1)Nc1ncc(C(F)(F)F)cc1Cl
  3.1, 8.9, ., .
26: Cn1c(=N)n(CC(O)c2ccccc2)c2ccccc21 (centres undefined)
  0.4, 12.8, ., .
27: O=C(Nn1c(=O)[nH]c2ccccc2c1=O)c1ccco1
  3.1, -2.6, ., .
28: CCn1c(Cc2ccc(OC)cc2)nnc1SCC(=O)N1CCN(c2ccccc2)CC1
  6.9, 22.5, ., .
29: Cc1c(C(=O)NCC2COc3ccccc3O2)oc2ccc(S(=O)(=O)N3CC(C)CC(C)C3)cc12 (centres undefined)
  3.1, 15.0, 15.2, 15.0
30: CCOc1ccc(Cl)cc1S(=O)(=O)n1nnc2ccccc21
  -20.7, -8.3, 43.1, -8.3
31: O=C(Oc1cc(-c2ccccc2)no1)c1cccc(C(F)(F)F)c1
  21.1, 6.5, 15.4, 6.5
32: COCCn1c(-c2ccc(OC)cc2)nc2ccccc21
  15.4, 15.8, ., .
33: Nc1[nH]n(-c2ccccc2)c(=O)c1N=Nc1ccccc1[N+](=O)[O-]
  -10.0, 27.8, 3.3, 27.8
34: Cc1ccccc1NS(=O)(=O)c1ccc(OCC(=O)NCc2ccco2)cc1
  -2.1, 0.0, 11.9, .
35: Cn1nc(C(=O)N2CCCC2)c2ccccc2c1=O
  ., ., 29.8, .
36: CCOC(=O)c1cc(OCC(=O)NC(C)C(C)C)cc(C(=O)OCC)c1 (centres undefined)
  -9.8, 0.0, -19.2, .
37: Cc1cc(=O)oc(C)c1C(=O)Nc1cnc2ccccc2c1
  9.3, -3.7, 17.1, -3.7
38: COc1ccc2cc3cc(C(=O)NCc4ccco4)oc3nc2c1
  -10.8, 0.0, ., .
39: Cc1cc(C)nc(Sc2ncnc3sc4c(c23)CCC4)n1
  ., ., 30.5, .
40: COC(=O)c1sccc1NC(=O)c1ccc(Br)s1
  14.8, 20.3, 16.1, 20.3

Look-ups from the entries so far.
Yeast tox inhibition % with entry 38 is entered as 0.0
eIF2B yeast act with entry 39 is entered as 30.5

Carrying on.
Screens in order – Yeast tox, Yeast tox inhibition %, eIF2B yeast act, eIF2B yeast act mutant toxicity
41: Nn1c(N2CCCCC2)nc2ccccc21
  11.1, 18.9, 24.1, 18.9
42: Cc1ccccc1Cn1c(C(=O)OC(C)C)cc2c1ccn2C
  2.4, -13.6, 18.4, -13.6
43: O=C1C2C3C=CC(C3)C2C(=O)N1CNc1ccccn1 (centres undefined)
  27.0, 3.2, 16.0, 3.2
44: Cc1ccc2cc(C#N)c(NCCNC(=O)C3CCC3)nc2c1C
  -3.8, -20.0, 27.7, -20.0
45: CCC(C)NC(=O)CSc1ccc(Cl)cc1 (centres undefined)
  -1.1, 4.3, 18.2, 4.3
46: Cc1onc(-c2c(F)cccc2Cl)c1C(=O)N1CCc2ccccc21
  10.2, 9.7, -13.7, 9.7
47: CCOC(=O)c1ccc(NC(=O)CCC(CC)C(=O)O)cc1 (centres undefined)
  8.4, 8.9, 13.2, 8.9
48: COC(=O)c1c(NC(=O)c2cccnc2)sc(C)c1C
  18.3, 3.3, 17.6, 3.3
49: CC(C)CCN(C)C1CCN(S(=O)(=O)c2cccc(C(F)(F)F)c2)CC1
  18.4, -5.3, 10.2, -5.3
50: C=CCn1c(-c2ccc(OC)cc2)nc2nc3ccccc3nc21
  20.7, 8.7, ., .
51: CCC(=O)Nc1nc2ccc(NC(C)=O)cc2s1
  -2.2, 7.1, 22.1, 7.1
52: O=C(COc1ccccc1)NCCc1nc2ccccc2[nH]1
  13.3, 18.5, 20.4, 18.5
53: CC(C)(C)c1nc2sc3c(c2c(=O)o1)CCCC3
  6.2, 23.1, ., .
54: COc1ccccc1Cn1c(-c2ccccc2OC)nc2ccccc21
  15.0, 2.6, ., .
55: CCSc1nnc(NC(=O)CSc2c(Cl)cccc2Cl)s1
  0.0, -9.5, 11.2, -9.5
56: CCN(CC)S(=O)(=O)c1ccc2[nH]cc(C(=O)NCCN3CCCCC3C)c(=O)c2c1 (centres undefined)
  -1.9, 11.5, 2.3, 11.5
57: C=CCn1c(SCC(=O)Nc2cc(NC(C)=O)ccc2OC)nnc1-c1cccnc1
  -11.6, -9.1, 5.2, -9.1
58: Cc1cccc(/N=C/c2c(O)cc(C)oc2=O)n1
  6.6, 1.7, -6.5, 1.7
59: Cn1c(=O)c2c(nc(OCc3cccnc3)n2Cc2c(F)cccc2Cl)n(C)c1=O
  -8.0, -7.7, 25.5, -7.7
60: CCn1c(=O)c2c3c(sc2n(C)c1=O)CCC3
  -8.3, 6.9, 10.0, 6.9

Molecules from the list above that have two or more sulfur atoms, in the order listed:
Screens in order – Yeast tox, Yeast tox inhibition %, eIF2B yeast act, eIF2B yeast act mutant toxicity
11: O=C(NC1CCCC1)C(c1cccs1)N(Cc1ccco1)C(=O)c1csnn1 (centres undefined)
  13.3, 11.1, 18.5, 11.1
14: CCN(C(=O)CSc1nc(-c2ccccc2)c(-c2ccccc2)[nH]1)C1CCS(=O)(=O)C1 (centres undefined)
  5.7, 23.9, ., .
17: Cc1ccc2nsnc2c1S(=O)(=O)NCCc1c(C)[nH]c2ccc(F)cc12
  1.9, 10.8, 22.3, 10.8
39: Cc1cc(C)nc(Sc2ncnc3sc4c(c23)CCC4)n1
  ., ., 30.5, .
40: COC(=O)c1sccc1NC(=O)c1ccc(Br)s1
  14.8, 20.3, 16.1, 20.3
55: CCSc1nnc(NC(=O)CSc2c(Cl)cccc2Cl)s1
  0.0, -9.5, 11.2, -9.5

Further compounds follow.
Screens in order – Yeast tox, Yeast tox inhibition %, eIF2B yeast act, eIF2B yeast act mutant toxicity
61: CCOC(=O)c1sc(NCC2CCCO2)nc1C (centres undefined)
  -0.8, -22.4, 18.6, -22.4
62: CC1CCCCN1Cc1ccc(-c2nnn(CC(=O)NC3CCCCC3)n2)cc1 (centres undefined)
  14.2, -15.8, -12.6, -15.8
63: COc1ccccc1N1CCN(CC(=O)Nc2cc(C)nn2-c2nc(C)cc(C)n2)CC1
  3.1, 0.0, ., .
64: CCOC(=O)COn1c(=O)c(C)[n+]([O-])c2ccccc21
  11.2, 19.2, ., .
65: c1cc(-c2nnc3n2CCC3)[nH]n1
  0.9, 4.3, -2.9, 4.3
66: CCOC(=O)CNC(=O)CN1CCCN(S(=O)(=O)c2ccc(Br)s2)CC1
  -5.5, -2.1, 23.1, -2.1
67: COc1cccc(-c2nnc(-c3ccc(C(F)(F)F)cc3)o2)c1OC
  5.1, -3.7, -19.9, -3.7
68: CCn1c(=O)c(=O)[nH]c2cc(C(=O)Nc3ccc(S(=O)(=O)N4CCCC4)cc3)ccc21
  -26.8, 0.0, 22.6, .
69: CC(=O)c1ccccc1OCC(O)CN1CCN(C(c2ccccc2)c2ccccc2)CC1 (centres undefined)
  -7.9, 4.2, 29.9, 4.2
70: O=C(CCc1ccccc1)c1ccc2c(c1)OCCCO2
  32.6, 24.2, 16.1, 24.2
71: Cc1ccc(C(C)C)cc1OCCOCCN1CCCC1
  0.0, 29.7, 25.0, 29.7
72: CCn1c(Cc2ccc(OC)cc2)nnc1SCC(=O)Nc1nc2ccccc2s1
  -21.1, -36.7, -4.3, -36.7
73: Cc1ccccc1Cn1nc(C)c(NC(=O)c2noc3c2CC(C(C)(C)C)CC3)c1C (centres undefined)
  1.6, -9.1, 24.9, -9.1
74: Nc1c(C(=O)NCc2ccco2)sc2nc3c(cc12)C(=O)CCC3
  -6.4, -10.0, 11.2, -10.0
75: O=C(Nc1ccc2c(c1)OCO2)c1ccc[n+]([O-])c1
  23.9, 17.4, ., .
76: CCOC(=O)c1c(NC(=O)Nc2cccc(Cl)c2)sc(C)c1C
  -30.5, 0.0, -11.8, .
77: COc1cccc(NC(=O)N2CCOCC2)c1
  -3.2, -8.1, 17.7, -8.1
78: CCc1ccccc1NC(=O)CSc1nnc(Cn2cnc3ccccc32)o1
  13.1, 3.1, 17.8, 3.1
79: CCc1nnc(NC(=O)c2ccc3c(c2)C(=O)N(C(C)(C)C)C3=O)s1
  -3.9, -50.0, 27.5, -50.0
80: Clc1ccc(Oc2cnns2)cc1Cl
  3.3, 9.1, 18.0, 9.1
81: COc1ccc(CNC(=O)CCSc2nc(-c3ccc4c(c3)OCO4)cc(C(F)(F)F)n2)cc1
  -20.7, -8.7, 4.6, -8.7
82: CC(c1ccco1)N(C(=O)CSc1ccc(Br)cc1)c1ccccn1 (centres undefined)
  -13.6, 0.0, 38.9, .
83: Cc1ccc(-c2c(C)n([O-])c3c([n+]2=O)CCC3)o1
  14.5, 8.0, -21.6, 8.0

Sorted by count of non-hydrogen atoms (rising): part of the list above.
Screens in order – Yeast tox, Yeast tox inhibition %, eIF2B yeast act, eIF2B yeast act mutant toxicity
38: COc1ccc2cc3cc(C(=O)NCc4ccco4)oc3nc2c1
  -10.8, 0.0, ., .
19: Cc1ccc(N2C(=O)N(CC(=O)N3CCCc4ccccc43)C(=O)C2C)cc1 (centres undefined)
  1.8, -15.0, 4.3, -15.0
57: C=CCn1c(SCC(=O)Nc2cc(NC(C)=O)ccc2OC)nnc1-c1cccnc1
  -11.6, -9.1, 5.2, -9.1

Source: PubChem (PCMD)
